PV pol inh – poliovirus RNA polymerase inhibition; poliovirus polymerase elongation, fluorescence polarization; stronger effect = lower value; % elongation, % (compound at 16.7 µg/mL); P03300; actives 0.66% (n = 150,000); in the data active means % elongation below about 90%; further: some results filed as inactive read as strong as hits
Target sequence (P03300 1749-2209 limits assumed): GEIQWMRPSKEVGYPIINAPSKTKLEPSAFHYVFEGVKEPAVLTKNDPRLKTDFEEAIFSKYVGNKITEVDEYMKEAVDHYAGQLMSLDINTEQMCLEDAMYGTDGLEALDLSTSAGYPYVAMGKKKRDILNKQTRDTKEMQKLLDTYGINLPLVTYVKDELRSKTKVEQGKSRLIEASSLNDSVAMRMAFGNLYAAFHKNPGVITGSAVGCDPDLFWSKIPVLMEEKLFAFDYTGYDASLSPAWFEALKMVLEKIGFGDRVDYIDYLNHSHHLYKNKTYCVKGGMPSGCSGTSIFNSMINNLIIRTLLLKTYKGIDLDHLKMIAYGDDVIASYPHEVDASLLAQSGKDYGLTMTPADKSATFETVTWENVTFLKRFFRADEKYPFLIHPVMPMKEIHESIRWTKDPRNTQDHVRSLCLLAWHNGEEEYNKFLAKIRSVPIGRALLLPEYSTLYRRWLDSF
PV pol inh FP z-score – also measured in PV pol inh; calls as there; z-score; measured here: FP z-score; hits read low
Starred values were filed as active, the others as inactive. An excerpt; the hit share may differ from the screen's.

1	O=C(COC(=O)C12CCC(=O)N1c1ccccc1S2)N1CCC(c2ccccc2)=N1 (stereo unspecified)
  PV pol inh = 110.0
  PV pol inh FP z-score = 1
2	COc1ccc2[nH]c(=O)c(C(c3nnnn3Cc3ccccc3)N3CCCC3)cc2c1 (stereo unspecified)
  PV pol inh = 100.0
  PV pol inh FP z-score = -0.6
3	O=C(CSc1nncn1-c1ccccc1)NCc1ccccc1
  PV pol inh = 102.0
  PV pol inh FP z-score = 0
4	CS(=O)(=O)N(CC(=O)N1CCN(Cc2ccc3c(c2)OCO3)CC1)Cc1ccccc1
  PV pol inh = 102.0
  PV pol inh FP z-score = 0.1
5	CC(=O)Oc1c(S(=O)(=O)c2ccccc2)c(C)nn1-c1ccccc1
  PV pol inh = 102.0
  PV pol inh FP z-score = 0.2
6	C(=N\N1CCN(C(c2ccccc2)c2ccccc2)CC1)/c1cccnc1
  PV pol inh = 98.0
  PV pol inh FP z-score = -0.5
7	OCCN/N=C/c1ccc(Br)cc1
  PV pol inh = 102.0
  PV pol inh FP z-score = 0.2
8	CCOC(=O)c1cnc2cc(C(F)(F)F)ccc2c1N1CCN(c2cccc(Cl)c2)CC1
  PV pol inh = 107.0
  PV pol inh FP z-score = 0.8
9	Cn1c(=O)c2c(-c3ccccc3)n3c4ccccc4nc(-c4ccccc4)c3c2n(C)c1=O
  PV pol inh = 109.0
  PV pol inh FP z-score = 1.1
10	CCC(Sc1nc2ccccc2o1)C(=O)O (stereo unspecified)
  PV pol inh = 106.0
  PV pol inh FP z-score = 1.1
11	c1ccc(CNn2cn[n+](Cc3ccccc3)c2)cc1
  PV pol inh = 102.0
  PV pol inh FP z-score = -0.3
12	CC1CCc2c(sc(NC(=O)C3c4ccccc4Oc4ccccc43)c2C(=O)OC(C)C)C1 (stereo unspecified)
  PV pol inh = 103.0
  PV pol inh FP z-score = -0.6
13	CC(C)(C)OC(=O)N1CCC(c2c(C(=O)N3CCCC3)cnn2-c2ccccc2)CC1
  PV pol inh = 100.0
  PV pol inh FP z-score = -0.5
14	Oc1ccccc1-c1cc(-c2ccccc2)nn1Cc1ccc(Cl)cc1
  PV pol inh = 106.0
  PV pol inh FP z-score = 0.3
15	CCc1nnc(SCC(=O)N2CCNC(=O)C2CC(=O)OC)n1N (stereo unspecified)
  PV pol inh = 104.0
  PV pol inh FP z-score = 0.1

16	CC(C)(C)C(=O)NC1CCN(S(C)(=O)=O)CC1
  PV pol inh = 102.0
  PV pol inh FP z-score = -0.1
17	COc1ccccc1Cn1cc(C(=O)c2ccc(Cl)cc2)c(=O)c2ccccc21
  PV pol inh = 110.0
  PV pol inh FP z-score = 0.9
18	CCn1c(C)c(C2N3CC4(C)CN2CC(C)(C3)C4=O)c2ccccc21 (stereo unspecified)
  PV pol inh = 109.0
  PV pol inh FP z-score = 0.6
19	O=C(CSc1ccc(-c2cccs2)nn1)c1ccccc1
  PV pol inh = 102.0
  PV pol inh FP z-score = 0.3
20	CCO/C=N/c1oc(-c2ccccc2)c(-c2ccccc2)c1C#N
  PV pol inh = 101.0
  PV pol inh FP z-score = -0.1
21	CCCOC(=O)c1c(NC(=O)c2nc3ncccn3n2)sc(C(=O)OCC)c1C
  PV pol inh = 102.0
  PV pol inh FP z-score = -0.1
22	COc1ccc(-c2nc(CS(=O)(=O)CC(=O)NC3CCCCC3C)c(C)o2)cc1 (stereo unspecified)
  PV pol inh = 99.0
  PV pol inh FP z-score = -1.2
23	Cc1ccc(-n2c3c(c(=O)[nH]c2=O)C(NS(=O)(=O)c2ccc(Cl)cc2)(C(F)(F)F)C(=O)N3)cc1 (stereo unspecified)
  PV pol inh = 101.0
  PV pol inh FP z-score = -1
24	COc1cc(NC(=O)C2=CC(c3ccco3)=NS(=O)(=O)N2C)cc(OC)c1OC
  PV pol inh = 114.0
  PV pol inh FP z-score = 0.4
25	CCc1ccc(NC(=O)c2cc3ccccn3n2)cc1
  PV pol inh = 98.0
  PV pol inh FP z-score = -1.8
26	CCOc1ccc(N2C(=S)NC(c3ccc(N4CCOCC4)cc3)C(C(=O)N3CCOCC3)=C2C)cc1 (stereo unspecified)
  PV pol inh = 107.0
  PV pol inh FP z-score = 0.8
27	CSC1=NCCN1C(=O)COc1ccc2ccccc2c1
  PV pol inh = 103.0
  PV pol inh FP z-score = 1.1
28	O=C(O)C1C2C=CC(C2)C1C(=O)NCCN1CCOCC1 (stereo unspecified)
  PV pol inh = 104.0
  PV pol inh FP z-score = 0.7
29	S=C(Nc1ccccc1)N1CCOCC1
  PV pol inh = 103.0
  PV pol inh FP z-score = 0.4
30	NC(=O)C1CCN(C(=O)c2cccc(Cl)c2)CC1
  PV pol inh = 102.0
  PV pol inh FP z-score = 0.2

31	Cc1ccc(C2=CSC3=C(C(=O)c4ccc(S(=O)(=O)N(C)C)cc4)CCN23)cc1
  PV pol inh = 109.0
  PV pol inh FP z-score = 0.9
32	CCn1c(NCc2cccs2)nc2ccccc21
  PV pol inh = 104.0
  PV pol inh FP z-score = 0.4
33	Cc1ccccc1Nc1nc(N)nc(CSc2nc3scc(-c4cccs4)c3c(=O)[nH]2)n1
  PV pol inh = 115.0
  PV pol inh FP z-score = 1.7
34	CCOC(=O)c1cc2c(ccn2C)n1CC(=O)N1CCCC(C)C1 (stereo unspecified)
  PV pol inh = 102.0
  PV pol inh FP z-score = 0.2
35	Cc1[nH]c(=O)[nH]c(=O)c1NCCO
  PV pol inh = 101.0
  PV pol inh FP z-score = -0.2
36	CCOc1ccc(S(=O)(=O)c2cn(Cc3cc(C)ccc3C)c3ccc(OCC)cc3c2=O)cc1
  PV pol inh = 103.0
  PV pol inh FP z-score = -0.2
37	N#CSC1CC(=O)N(c2ccc(F)cc2)C1=O (stereo unspecified)
  PV pol inh = 103.0
  PV pol inh FP z-score = 0.6
38	c1ccc(NC2=Nc3ccccc3CS2)cc1
  PV pol inh = 100.0
  PV pol inh FP z-score = -0.5
39	O=C(CSC1=NCCS1)Nc1cc(Cl)ccc1N1CCOCC1
  PV pol inh = 99.0
  PV pol inh FP z-score = -1.3
40	COC(CNC(=S)c1ccc(NC(C)=O)cc1)OC
  PV pol inh = 96.0
  PV pol inh FP z-score = -0.9
41	Cn1c(=S)[nH]c2ccccc2c1=O
  PV pol inh = 102.0
  PV pol inh FP z-score = 0
42	CCOc1ccc2c3c(c(=O)oc2c1C)CCC3
  PV pol inh = 103.0
  PV pol inh FP z-score = 0.4
43	Cc1ccc2c(c1)c1c(n2C)C(C#N)CCC1 (stereo unspecified)
  PV pol inh = 100.0
  PV pol inh FP z-score = 0.2
44	Cc1noc(C)c1COC(=O)c1cc2c3ccccc3n(C)c2s1
  PV pol inh = 106.0
  PV pol inh FP z-score = 0.3
45	CN1C(=O)C(C(=O)Nc2ccccc2)C2CC1(C)Oc1ccccc12 (stereo unspecified)
  PV pol inh = 102.0
  PV pol inh FP z-score = 0

Exported with values under each structure: entries from further up.
Value order – PV pol inh	PV pol inh FP z-score
40: COC(CNC(=S)c1ccc(NC(C)=O)cc1)OC
 : 96.0	-0.9
41: Cn1c(=S)[nH]c2ccccc2c1=O
 : 102.0	0

Next part:
46	CCc1cc2cc3c(cc2nc1SCC(=O)N1CCCCC1)OCO3
  PV pol inh = 100.0
  PV pol inh FP z-score = -0.8
47	CNCc1cc2ccccc2s1
  PV pol inh = 96.0
  PV pol inh FP z-score = -0.7
48	Cc1cc(C2=Nn3cc(-c4ccccc4)nc3SC2)c(C)n1CC1CCCO1 (stereo unspecified)
  PV pol inh = 89.0
  PV pol inh FP z-score = -1.3
49	Cc1sc2ncnc(SCC(N)=O)c2c1C
  PV pol inh = 103.0
  PV pol inh FP z-score = 0.3
50	N#CC1=C(N)Oc2ccc3ccccc3c2C1c1ccccc1 (stereo unspecified)
  PV pol inh = 105.0
  PV pol inh FP z-score = 0.6
51	O=C(Nc1cccc(F)c1)NC1(C(=O)NCC2CCCO2)CCCCC1 (stereo unspecified)
  PV pol inh = 101.0
  PV pol inh FP z-score = -0.3
52	FC(F)(F)c1cccc(CSc2ncnc3c2oc2ccccc23)c1
  PV pol inh = 100.0
  PV pol inh FP z-score = -0.5
53	CCc1ccc(-c2nc(CN3CCC(C(=O)NCCc4ccc(C)cc4)CC3)c(C)o2)cc1
  PV pol inh = 112.0
  PV pol inh FP z-score = 0.9
54	O=C(O)CCc1nc2cc(Cl)ccc2oc1=O
  PV pol inh = 101.0
  PV pol inh FP z-score = -0.3
55	O=C(c1cn(-c2ccccc2)nc1-c1cccnc1)N1CCCCC1
  PV pol inh = 100.0
  PV pol inh FP z-score = -0.2
56	CCOc1ccc(NC(=O)C2CC(=O)N(CCCN3CC(C(=O)Nc4ccc(OCC)cc4)CC3=O)C2)cc1 (stereo unspecified)
  PV pol inh = 101.0
  PV pol inh FP z-score = -0.2
57	CCc1ccc(-c2nc(SCC(=O)NCCOC)c(-c3ccc(C)cc3)[nH]2)cc1
  PV pol inh = 108.0
  PV pol inh FP z-score = -1
58	COc1ccc(C(=O)COC(=O)Cn2c(C)csc2=O)c(OC)c1
  PV pol inh = 101.0
  PV pol inh FP z-score = -0.2
59	S=C(NCCN1CCOCC1)NCc1ccco1
  PV pol inh = 102.0
  PV pol inh FP z-score = 0
60	Cc1cc2n(n1)CCCN2CC(=O)NCCc1ccc(S(N)(=O)=O)cc1
  PV pol inh = 100.0
  PV pol inh FP z-score = -0.5
61	CCc1ccc(C2C(C(=O)c3ccco3)=C(O)C(=O)N2CC2CCCO2)cc1 (stereo unspecified)
  PV pol inh = 105.0
  PV pol inh FP z-score = 0.1
62	CN(Cc1ccccc1)C(=O)Cn1cc(Br)ccc1=O
  PV pol inh = 103.0
  PV pol inh FP z-score = 0.2

Compounds above containing two or more sulfur atoms:
19	O=C(CSc1ccc(-c2cccs2)nn1)c1ccccc1
  PV pol inh = 102.0
  PV pol inh FP z-score = 0.3
31	Cc1ccc(C2=CSC3=C(C(=O)c4ccc(S(=O)(=O)N(C)C)cc4)CCN23)cc1
  PV pol inh = 109.0
  PV pol inh FP z-score = 0.9
33	Cc1ccccc1Nc1nc(N)nc(CSc2nc3scc(-c4cccs4)c3c(=O)[nH]2)n1
  PV pol inh = 115.0
  PV pol inh FP z-score = 1.7
39	O=C(CSC1=NCCS1)Nc1cc(Cl)ccc1N1CCOCC1
  PV pol inh = 99.0
  PV pol inh FP z-score = -1.3
49	Cc1sc2ncnc(SCC(N)=O)c2c1C
  PV pol inh = 103.0
  PV pol inh FP z-score = 0.3

Quoted at random: 7 compounds from above.
48	Cc1cc(C2=Nn3cc(-c4ccccc4)nc3SC2)c(C)n1CC1CCCO1 (stereo unspecified)
  PV pol inh = 89.0
  PV pol inh FP z-score = -1.3
46	CCc1cc2cc3c(cc2nc1SCC(=O)N1CCCCC1)OCO3
  PV pol inh = 100.0
  PV pol inh FP z-score = -0.8
56	CCOc1ccc(NC(=O)C2CC(=O)N(CCCN3CC(C(=O)Nc4ccc(OCC)cc4)CC3=O)C2)cc1 (stereo unspecified)
  PV pol inh = 101.0
  PV pol inh FP z-score = -0.2
57	CCc1ccc(-c2nc(SCC(=O)NCCOC)c(-c3ccc(C)cc3)[nH]2)cc1
  PV pol inh = 108.0
  PV pol inh FP z-score = -1
61	CCc1ccc(C2C(C(=O)c3ccco3)=C(O)C(=O)N2CC2CCCO2)cc1 (stereo unspecified)
  PV pol inh = 105.0
  PV pol inh FP z-score = 0.1
53	CCc1ccc(-c2nc(CN3CCC(C(=O)NCCc4ccc(C)cc4)CC3)c(C)o2)cc1
  PV pol inh = 112.0
  PV pol inh FP z-score = 0.9
62	CN(Cc1ccccc1)C(=O)Cn1cc(Br)ccc1=O
  PV pol inh = 103.0
  PV pol inh FP z-score = 0.2

Screens (PubChem BioAssay)
